# Assay outcomes: PubChem, National Center for Advancing Translational Sciences (NCATS)
# IL2 activator = activates IL-2 in a cell-based reporter assay | IL-2 activation reporter assay, cell-based qHTS; stimulated with anti-CD3/CD4/CD28 beads; in transgenic mouse T cells | activation, % (series mostly up to about 46 µM) | 360,000 tested, 0.065% active | AID 652025; in the data active = activation above about 50%; inconclusive = mostly about 30% to 49%; note: 0% is about no effect
#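 Quantitative HTS in unstimulated transgenic mouse T cells, with memory T cells as non-tolerant control and PMA/ionomycin as tolerance-bypass control. Compound pretreatment lasted 60 minutes before 18 h bead stimulation; EGFP/DsRed fluorescence read.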
# FUS suppressor = suppressors of FUS proteinopathy in yeast. S. cerevisiae FUS-expressing, growth rescue, OD600, 24 h. Potency, µM (series often up to 76.6 µM), for inactives: at the top dose growth rescue (activation), hits mostly activators. AID 1347120. 390,000 tested, 0.24% active;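 note: potency is the fitted concentration of half-maximal effect; plate controls were DMSO vehicle for no effect and reference control for full effect; nearly all actives have a fitted effect of over 55% in size; some results filed as inactive show a strong effect at the top dose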
#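 Galactose (2%) drives FUS expression in yeast precultured in raffinose; seeding density OD 0.005. Test compounds incubated 24hr at 30C and 99% humidity before absorbance at 600 nm was measured.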
# PLK1 PBD inh = PLK1 (human) polo-box domain binding inhibition; 360,000 tested, 2.8% active; AID 720504; Plk1 PBD binding of FITC phosphopeptide, fluorescence polarization; Potency, µM, without a hit: max response, negative = inhibition, hits mostly inhibitors; note: potency is the fitted concentration of half-maximal effect; series mostly up to about 57 µM; % is set by controls: 0 for no effect and ±100 for the full control effect; nearly all actives have a fitted effect of over 65% in size
# Target sequence (P53350 whole entry, looked up, the tested form may be a part): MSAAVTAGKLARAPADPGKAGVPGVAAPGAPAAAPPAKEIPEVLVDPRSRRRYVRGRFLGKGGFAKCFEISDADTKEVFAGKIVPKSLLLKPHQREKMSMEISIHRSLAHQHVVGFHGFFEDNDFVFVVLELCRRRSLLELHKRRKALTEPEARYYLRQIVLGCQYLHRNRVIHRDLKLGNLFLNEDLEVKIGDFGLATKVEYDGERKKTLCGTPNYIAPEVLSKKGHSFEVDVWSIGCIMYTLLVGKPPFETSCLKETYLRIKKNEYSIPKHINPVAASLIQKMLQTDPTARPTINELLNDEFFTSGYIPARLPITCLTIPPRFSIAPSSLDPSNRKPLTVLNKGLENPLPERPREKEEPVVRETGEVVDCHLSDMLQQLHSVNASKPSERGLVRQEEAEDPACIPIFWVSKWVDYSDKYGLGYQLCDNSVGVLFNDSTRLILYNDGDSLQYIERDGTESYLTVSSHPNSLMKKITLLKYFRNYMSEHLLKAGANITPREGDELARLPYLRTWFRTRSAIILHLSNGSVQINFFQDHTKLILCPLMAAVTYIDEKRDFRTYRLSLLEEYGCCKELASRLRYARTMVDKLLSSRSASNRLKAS
# Abeta rescue = compounds reversing amyloid beta toxicity in yeast; yeast expressing A-beta42, growth rescue, OD600, 48 h; response scale: 0% DMSO, 100% iron-clioquinol control; Potency, µM (doses to about 46.1 µM), without a hit: at the top dose growth rescue, usual class: activators; 410,000 tested, 0.063% active; AID 1347071; note: potency is the fitted concentration of half-maximal effect; nearly all actives have a fitted effect of over 55% in size
#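 Yeast growth medium received pinned compounds, then yeast cells expressing toxic A-beta were added; plates incubated at 30 C for 48 hr. Growth read as absorbance at 600 nm, normalized to DMSO and equimolar FeCl3 plus clioquinol controls.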
# WRN helicase inh = blocks human WRN helicase; Potency, µM (doses to about 114 µM), for the others: at the top dose activity change, negative = inhibition, most hits filed as inhibitors; WRN helicase unwinding, fluorescent forked duplex, kinetic; Q14191; 360,000 tested, 0.46% active; note: potency is the fitted concentration of half-maximal effect; % is set by controls: 0 for no effect and ±100 for the full control effect; nearly all actives have a fitted effect of over 55% in size
#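 Kinetic red-fluorescence monitoring (525/598 nm) tracks WRN helicase activity after 100 nM fluorophore-quencher forked duplex and 2 mM ATP are added to 20 nM enzyme pretreated 15 min at room temperature with compound.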
# EPAC1 antag = EPAC1 (human) antagonism | O95398 | 360,000 tested, 0.14% active | EPAC1 GEF assay, Rap1b-BODIPY-GDP exchange fluorescence | Potency, µM (doses to about 115 µM), inactives show at the highest dose activity change, negative = inhibition, actives largely listed as inhibitors;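 note: potency is the fitted concentration of half-maximal effect; plate controls were vehicle for no effect and positive control for full effect; nearly all actives have a fitted effect of over 50% in size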
# PI5P4Ka inh = blocks human PI5P4K alpha kinase activity; P48426; PI5P4Kalpha enzyme, ADP-Glo luminescence, 60 min; stronger effect = lower value; max response, %; 330,000 tested, 1.2% active; active = max response of -50% or lower; inconclusive = between -30% and -50%; inactive = -30% or higher; note: value at the top dose of about 77 µM; % is set by controls: 0 for no effect and ±100 for the full control effect
# Target sequence (P48426 whole entry, looked up): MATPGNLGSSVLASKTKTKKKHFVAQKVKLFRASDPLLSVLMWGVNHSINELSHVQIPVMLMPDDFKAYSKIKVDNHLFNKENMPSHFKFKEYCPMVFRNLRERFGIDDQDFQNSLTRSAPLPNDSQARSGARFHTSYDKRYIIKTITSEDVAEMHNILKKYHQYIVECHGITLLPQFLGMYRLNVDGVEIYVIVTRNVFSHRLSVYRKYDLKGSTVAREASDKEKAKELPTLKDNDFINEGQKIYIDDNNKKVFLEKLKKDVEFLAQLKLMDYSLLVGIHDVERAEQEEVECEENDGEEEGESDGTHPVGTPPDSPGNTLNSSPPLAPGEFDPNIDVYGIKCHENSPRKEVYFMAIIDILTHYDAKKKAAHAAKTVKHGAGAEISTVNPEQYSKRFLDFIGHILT
#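 Reactions run in 0.038 M HEPES pH 7.4, 0.28 mM EGTA, 0.1% CHAPS and 5% DMSO, with PI5P4Kalpha, substrate, compound and 5 microM ATP final, one hour at room temperature. Readout is ADP-Glo luminescence.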
# EPAC1 agonist = agonists of human EPAC1; O95398; AID 720707; 360,000 tested, 0.073% active; Potency, µM (highest dose often 154 µM), without a hit: top-dose activation, hits mostly activators; EPAC1 agonist qHTS, biochemical assay; response scale: 100% = response to 6.5 mM cAMP; note: potency is the fitted concentration of half-maximal effect; nearly all actives have a fitted effect of over 60% in size
#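 EPAC1 100 nM, Rap1B–BODIPY-GDP 250 nM, unlabeled GDP 50 uM; compound titration; 5 min RT; kinetic read ex480/em540 at 5-min intervals ×30 min; data normalized to 6.5 mM cAMP agonist control.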
# An asterisk follows results filed as active; ? = inconclusive; . = not tested or not shown; [ ] = remark or other dose. Unless noted, calls come from the whole dose curve; as a rule, active = well fitted curve in the direction sought with a large enough effect; inconclusive = small, poorly fitted or top-dose-only effect, or another doubt; inactive = no such curve, though single readings can be large; an effect the other way counts as inactive or inconclusive.
No.	molecule	IL2 activator	FUS suppressor	PLK1 PBD inh	Abeta rescue	WRN helicase inh	EPAC1 antag	PI5P4Ka inh	EPAC1 agonist
1	CC1=C(N2CCOCC2)CCC1=O	0.1	-11.6%	-0.3%	-7.1%	3.7%	-16.1%	-1.9	2.0%
2	O=C(COC(=O)Cc1ccc(Cl)c(Cl)c1)NCCc1ccccc1	0.5	-19.9%	-0.1%	12.9%	-0.9%	-3.8%	2.9	4.6%
3	CC(=O)N1C(c2ccccc2O)C[C@]2(C)CC(=O)NC12 (stereo partly specified)	2.3	5.1%	-4.2%	-26.6%	9.8%	-12.4%	0.4	-0.3%
4	CCC1(C(=O)O)NC(c2cccc(OC)c2O)C2C(=O)N(c3ccccc3)C(=O)C21 (stereo unspecified)	-2.0	-21.4%	-14.1%	-3.8%	2.2%	-20.7%	3.6	-11.8%
5	O=C(CN1CC(c2ccccc2)CC1=O)OCc1ccccc1F (stereo unspecified)	0.7	8.4%	-4.7%	-18.5%	-2.2%	12.0%	.	0.8%
6	COc1cccc(OC)c1C(=O)Nc1c(C(=O)N2CCN(c3ccccn3)CC2)oc2ccccc12	0.9	12.8%	3.2%	.	3.6%	0.0%	2.1	-4.3%
7	c1ccc(CNc2nc(NCC3CC3)nc3cc(-c4ccccc4)sc23)cc1	-1.1	-4.9%	2.1%	-37.2%[inhibitor]	-11.2%	1.4%	.	18.2%
8	O=C(CN1CCN(c2ccccn2)CC1)Nc1ccc(F)c(F)c1	0.1	-21.4%	-16.8%	8.8%	-0.2%	0.7%	1.5	10.6%
9	COc1cc(C(=O)O)cc(OC)c1OCc1cc(C(=O)O)oc1C	2.0	7.7%	-9.7%	8.6%	-13.4%	-10.5%	-16.1	2.9%
10	COCCNC(=O)C(c1ccc(O)cc1)N(Cc1ccccc1)C(=O)CCC(=O)Nc1nccs1 (stereo unspecified)	-5.7	6.2%	-1.9%	1.9%	-20.1%	-9.5%	0.1	-12.1%
11	CCCCN(CC)CCCNC(=O)c1cc2c(=O)n(CC)c3ccccc3c2s1	-5.0	30.9%	-5.0%	2.2%	19.7%	-18.8%	-0.2	0.3%
12	CC(C)C(=O)OCC(=O)Nc1ccc2c(c1)CCC2	0.2	6.0%	1.0%	17.7%	0.5%	7.4%	0.0	-3.3%
13	CCOCCCNC(=O)C1CC(=O)N(CCc2ccccc2)C1 (stereo unspecified)	-2.7	-26.7%	2.7%	-2.6%	-1.3%	5.5%	2.3	6.1%
14	CCOC(=O)C1(CC)NC(c2ccc(N(C)C)cc2)C2C(=O)N(C)C(=O)C21 (stereo unspecified)	-0.2	1.7%	-3.2%	-0.3%	-2.6%	11.2%	4.1	-5.8%
15	COC(=O)C(NS(C)(=O)=O)(c1c(C)[nH]c2ccccc12)C(F)(F)F (stereo unspecified)	-0.1	.	-3.6%	0.0%	3.3%	-3.3%	-8.5	-9.7%
16	N#CCc1ccc(OC(=O)c2cccnc2)cc1	-0.1	0.0%	-3.8%	5.2%	-1.8%	10.9%	5.5	1.7%
17	CCCn1c(SCC(=O)N2CCCC2=O)nc2ccccc2c1=O	-4.6	11.6%	-11.3%	9.7%	-1.9%	-12.3%	-1.5	12.6%
18	Cc1sc2nc(CN3CCOCC3)nc(NS(=O)(=O)c3cc(Cl)ccc3Cl)c2c1C	0.3	?	-1.0%	-3.5%	-7.1%	-4.3%	9.8	9.1%
19	O=C(c1ccc(Cl)cc1)c1coc2ccc(O)cc12	-0.8	2.7%	-5.5%	-19.1%	-3.4%	-6.7%	-6.1	10.0%
20	Cn1c(SCc2ccccc2)nccc1=O	-0.8	4.3%	3.0%	-13.2%	2.8%	4.7%	5.3	-8.4%
21	CN(CC(=O)NCCc1ccc(S(N)(=O)=O)cc1)S(=O)(=O)c1ccc(Br)s1	0.5	-7.7%	1.8%	-18.0%	-0.9%[57.1 µM]	-7.8%	-1.0	-1.3%
22	COc1ccc(C(=O)NCc2nnc(SC)n2C2CCCCC2)cc1	-1.5	-9.4%	-6.8%	0.6%	-3.4%	-4.0%	-54.1*	7.7%
23	COc1ccc(-c2ccc(CN3C(CC(C)C)C(=O)N(Cc4cn(Cc5ccco5)nn4)CCS3(=O)=O)cc2)cc1OC (stereo unspecified)	-1.5	35.2%	-5.4%	0.8%	-0.3%	6.9%	-4.0	3.4%
24	Cc1ccc(CC2CC(=O)N(c3ccc4c(c3)OCCO4)C2=O)cc1 (stereo unspecified)	0.8	5.8%	-6.8%	0.0%	-9.6%	-12.4%	1.7	6.4%
25	CCCCn1c(NC(=O)CC)c(C#N)c2nc3ccccc3nc21	0.9	16.6%	-5.8%	11.3%	-12.5%	-7.4%	4.0	-11.7%
26	c1ccc(N2CCN(c3nc4ccccc4[nH]3)CC2)nc1	-1.0	0.4%	-11.6%	-12.1%	2.9%	-20.7%	0.4	-2.4%
27	O=C(CCn1nc(-c2ccc(Cl)cc2)ccc1=O)N1CCOCC1	-0.2	-5.8%	-0.8%	-2.6%	7.5%	17.9%	2.3	-7.1%
28	COc1ccc(Cl)cc1C(=O)N1CCC2(CC1)CC(=O)c1ccccc1O2	-5.3	14.9%	1.7%	26.9%	-3.4%	4.0%	-2.5	2.2%
29	CCCC(=O)Nc1ccc(Cl)c(NC(=O)c2cccnc2Cl)c1	0.0	6.0%	-13.6%	0.9%	-2.5%	-1.7%	-0.6	-1.0%
30	Cn1c(N)c(C(=O)COC(=O)c2cnc(Cl)c(Cl)c2)c(=O)n(C)c1=O	-2.2	4.0%	?	-4.3%	51.0%[activator]	-13.6%	0.2	1.1%
31	COc1ccc(C(C)=O)cc1COC(=O)CCC(=O)N(CC(C)C)c1c(N)n(CC(C)C)c(=O)[nH]c1=O	-5.7	30.1%	-8.5%	-4.1%	4.1%	3.6%	8.6	-9.8%
32	O=C(Nc1nnc(-c2ccc3c(c2)CCCC3)o1)C1CCCCC1	1.2	-20.7%	1.7%	2.2%	1.9%	9.5%	7.3	3.7%
33	COCCn1c(SCC(=O)NC(=O)NC2CCCC2)nc2ccccc2c1=O	-0.8	-7.3%	1.2%	-10.2%	-0.5%	-7.2%	1.0	-11.0%
34	NNc1ccc2nncn2n1	0.1	4.0%	-1.9%	-2.9%	-6.6%	-5.0%	-5.8	-7.3%
35	Cc1ccccc1OCCC(=O)Nc1ccc(Cl)cc1F	0.5	.	-8.3%	-3.9%	-29.6%	-23.1%	-0.5	-1.1%
36	C=CCN(CC(=O)Nc1c(C)cccc1CC)C(=O)SCCC	0.2	-6.0%	-6.5%	13.4%	-1.0%	-4.3%	-2.7	-22.3%
37	CCCNS(=O)(=O)c1ccc(CCC(=O)NCc2cccnc2)cc1	1.5	4.4%	-1.9%	19.6%	4.3%	-1.0%	0.8	-3.0%
38	Cc1ccc(C(=O)Nc2nnc(Cc3ccccc3)s2)cc1	-2.5	-24.5%	3.9%	4.2%	-1.6%	-19.6%	2.1	4.8%
39	CCC(CC)NC(=O)CSc1nnc(-c2c[nH]c3ccccc23)o1	0.3	1.4%	-10.4%	6.7%	8.0%	-14.3%	-6.3	-4.7%
40	COc1ccc(/C(C)=N/NC(=O)CNC(=O)c2ccco2)c(OC)c1	0.3	1.2%	-1.6%	13.6%	0.1%	2.6%	-2.4	1.3%
41	O=C(c1ccc(Cl)c(S(=O)(=O)NCc2cccnc2)c1)N1CCCC1	1.0	-2.6%	-23.2%	-12.5%	8.4%	-17.3%	-0.8	-1.4%
42	O=C(NCCCn1ccnc1)c1cc(-c2cccc(O)c2)on1	-0.4	-13.3%	-9.6%	3.3%	-3.2%	-25.4%	-1.4	3.3%
43	CC(=O)N1CCC2(CC1)NC(=O)N(c1ccccc1)N2	-2.1	-7.6%	-2.9%	-20.0%	-8.0%	3.3%	4.7	0.2%
44	CCNc1ccc(N=Nc2c(C)n(C)n(-c3ccccc3)c2=O)cc1	0.3	?	-4.9%	-9.6%	-22.9%	-16.6%	1.3	-4.4%
45	Cn1c(N2CCN(C(c3ccccc3)c3ccccc3)CC2)nc2ccccc21	-0.6	13.4%	-11.2%	14.8%	?	-14.0%	6.0	13.9%
46	Cc1cc(C(=O)N/N=C/c2ccccn2)c2ccccc2n1	0.4	4.9%	-1.7%	2.2%	10.8%	7.2%	-8.4	1.2%
47	CN(C)c1ccc(CSc2ccccc2)cc1	-0.1	-7.4%	-2.4%	1.4%	-2.8%	-1.7%	16.2	-2.4%
48	CCN(CC(=O)Nc1c(F)cccc1F)C(=O)CCCc1nc2ccccc2c(=O)[nH]1	-5.1	-4.9%	-0.7%	6.8%	6.8%	-1.3%	2.5	-6.4%
49	Cc1cc(C)c(S(=O)(=O)NCC(=O)O)cc1C	0.2	24.9%	-4.8%	-4.8%	-4.0%	1.7%	.	4.7%
50	COc1ccc(C(=O)C2CCCN(C(=O)c3cccnc3SC)C2)c(C)c1 (stereo unspecified)	0.1	8.8%	-2.6%	1.8%	-5.2%	-17.9%	2.1	3.3%

# Next records:
No.	molecule	IL2 activator	FUS suppressor	PLK1 PBD inh	Abeta rescue	WRN helicase inh	EPAC1 antag	PI5P4Ka inh	EPAC1 agonist
51	CC(C)NC(=O)C1CCN(C2CCN(Cc3nc4ccccc4s3)CC2)CC1	-0.2	11.7%	-1.5%	1.1%	4.8%	-6.7%	0.1	-2.7%
52	CC1=C(C(=O)Nc2ccccc2)C(c2ccccc2[N+](=O)[O-])NC(=O)N1 (stereo unspecified)	-1.7	-3.6%	-9.7%	1.1%	1.8%	-0.8%	2.0	-7.6%
53	CCOC(=O)C(/C=C(\C#N)C(=O)OCC)=C(/N)N1CCN(c2ccc(Cl)cc2)CC1	-0.4	-3.7%	2.4%	-2.8%	-22.3%	-5.3%	13.5	-6.6%
54	CC(C)=C1C2CCC1C1C(=O)N(NC(=O)COc3ccc(C(C)(C)C)cc3)C(=O)C21 (stereo unspecified)	-2.7	?	-6.2%	-3.0%	4.8%	-12.0%	-8.5	5.8%
55	CCOC(=O)N1CCN(C(=O)CCNS(=O)(=O)c2ccccc2)CC1	-3.1	.	1.3%	2.4%	-18.0%	1.4%	-2.0	5.0%
56	Cc1nn(C)c(C)c1S(=O)(=O)N1CCC(C(=O)NCC2COc3ccccc3O2)CC1 (stereo unspecified)	-2.5	-0.9%	-4.1%	0.1%	-1.6%	-8.0%	0.9	1.9%
